Screens from PubChem.
HSF1 inhib – HSF1 inhibitors in luciferase reporter cells, primary screen, cell-based, NIH3T3, luminescence; activity change, negative = inhibition, % at 7.5 µM (by protocol); NIH3T3-HGL HSE-luciferase, MG132-induced, luminescence 8 h; hits give low values; AID 2098, 2009; 300,000 compounds, 0.77% hits;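 active = more than half of replicate wells show activity change below -50%, luminescence cut by over half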;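 also: luciferase reports HSF-1 transcriptional activity via heat shock element; 0% = median of DMSO wells and -100% = zero luminescence signal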
IEC-6 tox – cytotoxicity in IEC-6 intestinal epithelial cells, primary screen, cytotoxicity control for KLF5 inhibitor project, cell-based, luminescence | IEC-6 cytotoxicity, luminescence viability | inhibition, % at 5 µM | 290,000 compounds, 0.78% hits; in the data active = inhibition above about 22%;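 also: 0% = plate median of test compound wells and 100% = cytotoxic reference compound wells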
AI-2 QS mod – Vibrio harveyi AI-2 quorum sensing modulators, primary screen, JMH597 strain, luminescence/OD600 ratio; Vibrio harveyi JMH597 AI-2 luminescence/OD600 ratio, 9 h; hits give low values; strain lacks LuxN and CqsS sensors; 0 = neutral-control median; activity change, % at 7.5 µM; 300,000 compounds, 0.4% hits; AID 2094, 2009; in the data active = activity change below about -75%, passing the limit was not always enough;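 also: luminescence divided by OD600 gain over 9 h not by final OD600 alone; inactives centre near 13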
GSK3B inh – human GSK3beta kinase inhibitors, primary screen, biochemical, cell-free homogeneous, HTS | Glycogen synthase kinase-3 beta (Homo sapiens), P49841 | GST-GSK3beta kinase, ADP-Glo luminescence, 60 min; hits give low values | activity score (negative = inhibition), % at 10 µM | 300,000 compounds, 0.038% hits | AID 2097, 2009;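 active = more than half of replicate wells score below -50%, meaning over 50% inhibition versus plate controls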;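 also: 0% = median DMSO wells and -100% = median GW8510 positive control wells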
Target sequence (P49841 whole entry, looked up): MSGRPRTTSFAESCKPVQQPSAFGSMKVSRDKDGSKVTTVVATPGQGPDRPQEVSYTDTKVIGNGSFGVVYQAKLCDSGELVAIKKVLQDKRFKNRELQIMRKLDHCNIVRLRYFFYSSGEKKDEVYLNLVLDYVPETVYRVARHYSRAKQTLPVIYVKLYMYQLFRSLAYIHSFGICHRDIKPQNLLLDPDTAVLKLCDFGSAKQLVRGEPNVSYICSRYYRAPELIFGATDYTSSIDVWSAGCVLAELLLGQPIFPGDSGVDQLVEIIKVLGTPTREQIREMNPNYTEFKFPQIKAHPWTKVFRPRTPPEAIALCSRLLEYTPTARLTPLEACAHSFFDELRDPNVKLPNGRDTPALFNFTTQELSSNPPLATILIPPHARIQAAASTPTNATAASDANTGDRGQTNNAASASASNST
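test system = GST-tagged human GSK3beta kinase, cell-free | reagent = 25 µM ATP with peptide substrate | dosing = one dose of 10 µM per compound | schedule = 60 min reaction, RT | detection = luminescent ADP-Glo measurement of ADP formed | control set = DMSO neutral wells and GW8510 at 20 µM as positive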
GSK3 alpha inh – blockers of GSK3A enzyme activity – biochemical, luminescence, cell-free homogeneous, HTS, primary screen. 320,000 compounds, 0.1% hits. inhibition, % at 10 µM. AID 2650, 2010. GSK-3 alpha kinase, ADP-Glo luminescence, 60 min;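 in the data active = inhibition above about 50%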;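 also: GST-tagged GSK-3 alpha with peptide substrate and 25 µM ATP; 0% = DMSO neutral wells and 100% = GW8510 positive control wells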
Target sequence (P49840 whole entry, looked up): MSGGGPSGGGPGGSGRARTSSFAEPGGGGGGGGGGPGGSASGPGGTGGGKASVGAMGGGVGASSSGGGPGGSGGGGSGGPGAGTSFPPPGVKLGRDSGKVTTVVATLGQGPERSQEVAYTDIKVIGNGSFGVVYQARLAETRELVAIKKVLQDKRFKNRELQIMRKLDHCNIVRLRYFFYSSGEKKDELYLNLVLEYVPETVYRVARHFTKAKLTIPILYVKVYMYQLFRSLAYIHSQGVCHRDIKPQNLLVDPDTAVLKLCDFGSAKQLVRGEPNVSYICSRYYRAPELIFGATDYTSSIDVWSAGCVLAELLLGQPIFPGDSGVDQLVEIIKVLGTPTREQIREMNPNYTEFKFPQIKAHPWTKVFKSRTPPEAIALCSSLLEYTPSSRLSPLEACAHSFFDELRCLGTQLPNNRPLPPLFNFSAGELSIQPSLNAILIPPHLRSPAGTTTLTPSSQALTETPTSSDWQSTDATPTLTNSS
HSF1 activator – HSF-1 activators, primary screen, NIH3T3-HGL cells, MG132 stress, luminescence, single point; activation, % at 9 µM; NIH3T3-HGL HSF-1 luciferase reporter, 8 h; 100% = twice DMSO control signal; 300,000 compounds, 1.7% hits; AID 504408, 2011;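 active = mean replicate activation of at least 50% with a set share of replicates each reaching 50%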;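 also: 0% = median of the neutral control wells and 100% = twice that signal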
aSyn UTR inh – MLPCN primary screen, SNCA 5' untranslated region. alpha-synuclein 5'UTR reporter, inhibitor activity. inhibition, % (tested at 7.5 µM). 300,000 compounds, 0.82% hits; in the data active = inhibition above about 60%;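 also: H4 neuroglioblastoma cells stably carrying SNCA 5'UTR luciferase fusion; 0% = DMSO wells and 100% = positive control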
PolyA inh – polyadenylation inhibitors in yeast reporter cells, primary screen, luminescence, S. cerevisiae; S. cerevisiae SKY197-pL101 polyadenylation reporter, beta-gal luminescence; efflux-impaired pdr1/pdr3 knockout yeast; score 100 = 6 SD above DMSO; calls only at 12 µM; 300,000 compounds, 0.02% hits; AID 1875, 2009;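 active = lowest replicate activity score at least 50, where 100 means six control SD above control mean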;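 also: yeast exposed to compound for 9 h at 30 °C; higher score means more reporter readthrough which indicates perturbed polyadenylation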
HSP90 inh – HSP90 inhibitors, primary screen, cell lysate, luminescence; Heat shock protein HSP 90 (rabbit reticulocyte lysate; luciferase refolding); Rabbit reticulocyte lysate, luciferase refolding luminescence, 3 h; inhibition, % at 5.6 µM; 290,000 compounds, 0.91% hits; AID 1789, 2009;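 active = inhibition above the screen-wide mean plus 3 SD, computed separately per campaign, cut at about 16% in these data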;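 also: 0% = DMSO wells and 100% = 60 µM geldanamycin wells; inhibitors lower the luminescence because luciferase stays unfolded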
KLF5 inhibitor – KLF5 expression inhibitors, primary screen, DLD-1 cells, luminescence. inhibition, % at 5 µM. 290,000 compounds, 0.23% hits. DLD-1 KLF5 promoter-luciferase reporter;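 active = inhibition above a per-plate limit of that plate's mean compound inhibition plus 3 SD, cut at about 60% in these data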;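 also: 0% = DMSO wells and 100% = LY294002 at 200 µM; higher means less KLF5 promoter-driven luciferase light; inactives centre near -14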
* marks the source's active call; other numbers are inactive results; i = inactive; x = not tested or not shown. A portion of the library (hit frequency here may not be typical).

Start of the data: the first 2 entries, ahead of the listing:
Structure	HSF1 inhib	IEC-6 tox	AI-2 QS mod	GSK3B inh	GSK3 alpha inh	HSF1 activator	aSyn UTR inh	PolyA inh	HSP90 inh	KLF5 inhibitor
CCC1(c2ccc(F)cc2)NC(=O)NC1=O (stereo unspecified)	-0.7	-5.2	24.6	3.0	-1.1	-8.4	19.3	i	-1.8	-11.9
COc1ccc(C2CC3(CC(C)(C)NC(=S)N3)Oc3cc(O)cc(C)c32)cc1 (stereo unspecified)	-0.8	4.2	-7.9	-2.1	-1.2	13.7	0.7	i	-4.2	1.6

Results, repeating the preview:
Structure	HSF1 inhib	IEC-6 tox	AI-2 QS mod	GSK3B inh	GSK3 alpha inh	HSF1 activator	aSyn UTR inh	PolyA inh	HSP90 inh	KLF5 inhibitor
CCC1(c2ccc(F)cc2)NC(=O)NC1=O (stereo unspecified)	-0.7	-5.2	24.6	3.0	-1.1	-8.4	19.3	i	-1.8	-11.9
COc1ccc(C2CC3(CC(C)(C)NC(=S)N3)Oc3cc(O)cc(C)c32)cc1 (stereo unspecified)	-0.8	4.2	-7.9	-2.1	-1.2	13.7	0.7	i	-4.2	1.6
Cc1ccc(CN(C(=O)c2cc3ccccc3oc2=O)C2CCS(=O)(=O)C2)cc1 (stereo unspecified)	9.1	2.7	7.9	-0.1	2.7	12.7	-104.1	i	-3.4	-24.5
Cc1cc(C)cc(NC(=S)NCc2cccn2C)c1	-0.9	1.8	27.8	2.6	x	-6.7	-9.3	i	-0.6	-13.9
CCC1CCCCN1c1ccc([N+](=O)[O-])cc1/C=N/NC(=O)Cn1c2ccccc2c(=O)c2ccccc21 (stereo unspecified)	-2.2	-13.1	25.0	0.3	-1.6	3.8	9.0	i	2.7	-19.9
O=C1CC(/C=C/c2ccco2)=Nc2ccccc2N1	5.3	3.0	15.8	0.3	-1.1	13.4	-9.2	i	8.7	-0.5
C/C(=N/OC(=O)c1ccc(C(F)(F)F)cc1)c1oc(C)nc1C	-0.5	0.4	11.2	4.0	-2.0	-5.3	-15.1	i	-0.1	-26.9
CCc1ccc(OCC(=O)OCC(=O)c2ccc3c(c2)NC(=O)CO3)cc1	-2.9	-2.7	21.2	2.4	-2.6	-4.0	12.2	i	-2.4	-22.2
CN(CCO)S(=O)(=O)c1ccc2c(c1)C(=NN)c1cc(S(=O)(=O)N(C)CCO)ccc1-2	4.7	-0.8	11.2	1.0	0.5	5.1	4.2	i	-3.3	-7.3
COc1ccc(Cl)cc1NC(=S)Nc1ccc(Cl)cn1	-20.7	10.9	41.5	2.1	0.2	-28.8	-22.1	i	-1.2	-5.3
CC(=O)Nc1ccc(NC(=O)CSc2nnc(NC(=O)C3CC(=O)N(c4ccccc4)C3)s2)cc1 (stereo unspecified)	-0.3	1.1	-3.8	-0.3	-0.7	6.5	12.0	i	-2.1	10.2
COc1ccccc1OCc1ccc(C(=O)NC2CCCCC2)o1	-4.0	-16.6	20.5	-3.1	1.4	6.2	-14.0	i	3.4	-35.1
O=C(NCCN1CCN(c2ccccc2F)CC1)c1ccc2nc3ccccc3c(=O)n2c1	-6.7	-4.6	21.4	0.8	x	4.8	7.2	i	-3.2	-51.4
Cc1cc2c(C)cc(=O)oc2c2c1NCCC2	1.5	5.5	-5.0	0.5	8.4	-0.8	25.5	i	5.0	2.6
NC1=NC(=Nc2ccc(S(=O)(=O)N3CCOCC3)cc2)c2ccccc21	5.7	4.6	5.6	-2.0	-2.5	11.0	4.1	i	3.2	6.4
COc1cc2nc(Nc3cccc(F)c3)nc(N)c2cc1OC	1.4	-7.9	2.0	-1.5	9.9	8.8	-93.3	i	-5.2	-52.8
CC(Sc1nnnn1C1CCCCC1)C(=O)O (stereo unspecified)	-7.1	2.8	6.3	-23.2	-1.2	4.1	0.0	i	0.3	-8.9
O=C(NCCS(=O)(=O)N1CCN(c2ccccc2)CC1)C1CC(=O)N(c2ccccc2)C1 (stereo unspecified)	1.0	4.9	13.8	-0.8	-1.5	-5.0	-10.3	i	-2.5	-21.6
CCCCNC(=O)NS(=O)(=O)c1ccc(C)cc1	0.0	1.5	10.8	-3.1	-4.5	1.9	11.6	i	-1.7	-16.6
O=S(=O)(c1cccc2cccnc12)N1CCN(Cc2ccccc2)CC1	22.6	-1.9	5.7	1.0	-0.9	23.2	-6.3	i	2.4	2.8
O=S(=O)(c1cccc2cccnc12)n1cnc2ccccc21	-4.6	-0.7	10.0	0.8	-2.6	-2.5	14.9	i	0.7	-15.1
O=C(Cc1cccs1)NC1(C(=O)NC2CCCC2)CCCCC1	6.1	-4.5	8.1	1.6	-4.0	7.3	-7.2	i	0.5	-10.8
CC(=O)c1cc2c(cc1NS(=O)(=O)c1ccc3c(c1)OCCO3)OCO2	3.0	-3.5	7.3	-0.3	-3.9	1.3	24.5	i	-1.3	-4.4
Cc1c2c(n3c(nc4ccccc43)c1C#N)N(CCN1CCOCC1)CC2	-0.1	4.2	4.2	2.2	16.7	-4.2	23.0	i	-0.6	-36.8
O=C(CSc1nnnn1-c1cccc2ccccc12)Nc1ccc(N2CCOCC2)c(Cl)c1	23.3	8.2	25.6	-0.2	3.3	31.6	-4.9	i	3.3	-21.3
Cc1cc(NC(=O)c2ccc(COc3ccccc3Cl)o2)no1	-12.8	2.6	10.8	1.7	-2.1	2.4	37.1	i	1.9	-11.8
CC(=O)Nc1ccc(Oc2cc(C#N)c(C#N)cc2N2CCCCCC2)cc1	x	-1.2	x	x	-0.4	x	x	x	8.3	-37.6
CCOc1ccc(C(CC(=O)O)NS(=O)(=O)c2ccc(C)cc2)cc1OC (stereo unspecified)	-9.9	0.5	x	x	-0.4	4.8	-10.0	i	-1.3	-34.1
CCOC(=O)c1csc(-n2nc(C)cc2C(F)(F)F)n1	-2.4	2.5	21.6	5.1	-1.3	12.2	-5.3	i	7.1	-7.0
O=C(O)c1ccccc1CSc1nnc2c(n1)[nH]c1ccccc12	-7.4	-9.4	9.7	1.4	-0.3	10.9	22.8	i	1.1	-29.2
Cc1cccc(OC(C)C(=O)NCc2ccc(S(N)(=O)=O)cc2)c1 (stereo unspecified)	-2.6	1.5	15.4	5.0	-1.5	4.4	5.6	i	0.1	-22.1
O=C(N/N=C/c1ccccc1C(=O)O)c1ccncc1	-11.4	3.1	6.7	-3.5	x	-24.2	-5.5	i	1.3	2.7
CCOc1ccc(C(=O)NCC2CCCO2)cc1 (stereo unspecified)	4.3	2.7	30.1	-0.2	-1.8	10.0	10.4	x	-1.2	-74.4
Clc1ccc(Cn2nnc(-c3ccccc3)n2)cc1	20.4	1.7	-80.8*	1.4	0.1	38.8	-53.5	i	0.2	5.2
N#Cc1c(-c2ccccc2)ccn(Cc2ccccc2Cl)c1=O	-3.0	-9.2	31.6	2.0	-0.8	5.3	2.1	i	-2.8	2.1
COc1ccc(OC)c(S(=O)(=O)NCC(c2ccc(F)cc2)N2CCN(C)CC2)c1 (stereo unspecified)	-5.6	x	8.9	0.0	-1.5	-8.9	-0.7	i	x	x
COc1cc(SC)ccc1C(=O)Nc1ccc(Cl)cn1	-26.7	-0.8	18.8	-2.8	-1.6	-38.4	99.7*	i	26.1*	-134.4
C=CCn1c(N2CCN(c3ccc(OC)cc3)CC2)nc2c1c(=O)n(C)c(=O)n2C	9.2	9.3	4.7	-0.1	1.1	10.3	-3.0	i	4.2	-3.3
Brc1ccc(-c2nnc(SCCC3OCCCO3)o2)cc1	15.2	4.0	22.9	1.2	-2.4	10.4	-56.8	i	-2.5	-48.7
COC(=O)c1ccc(C2C(C#N)=C(N)Oc3cc(N)ccc32)cc1 (stereo unspecified)	-13.0	-3.2	20.1	0.1	2.2	-0.6	-4.4	i	1.8	3.4
CS(=O)(=O)c1ccc(Cl)c(NC(=O)c2cccc(N3C(=O)CCC3=O)c2)c1	-2.7	x	8.9	-3.1	-1.7	-10.7	-1.0	i	x	x
Cc1c(Cl)cccc1NC(=O)c1cc(S(=O)(=O)N2CCOCC2)cn1C	-5.8	-2.0	31.7	2.0	-0.8	-0.5	4.9	i	-4.0	-17.6
O=Cc1ccc(-c2ccc(C(=O)O)cc2)o1	-5.5	-8.5	35.0	-0.3	-0.8	-4.8	1.4	i	17.1*	-21.0
CCn1c(-c2cccnc2Cl)nc2cc(Cl)c(Cl)cc21	8.1	6.2	18.2	-1.4	-5.0	2.6	-118.7	i	2.5	-35.8
Cc1c(C)n2c(SCC(=O)N3CCCCCC3)nnc2[nH]c1=O	-3.9	x	26.3	-1.2	-1.6	-8.5	-9.5	i	x	x
C/C(=C\C(=O)c1ccccc1)NNc1nc2ccccc2s1	11.2	-2.6	x	x	0.6	24.7	-52.6	i	36.5*	-1.5
O=C1c2ccccc2C(=O)N1c1ccc(Cl)cn1	-3.1	1.2	22.6	0.5	-0.3	0.8	4.3	i	-1.4	-15.3
COC(=O)c1ccc(C(=O)NC2CCSc3ccccc32)cc1 (stereo unspecified)	6.1	-8.3	13.9	-0.5	-1.2	13.8	0.0	i	-4.7	-33.3
COc1cccc(N2CCN(S(=O)(=O)c3cc4c(cc3C)N(C)CCO4)CC2)c1	34.4	3.9	-3.8	-22.4	2.3	54.7*	2.0	i	1.6	-12.5
